# KLF5 inh – KLF5 expression inhibitors, primary screen, DLD-1 cells, luminescence. DLD-1 KLF5 promoter-luciferase reporter. inhibition, % at 5 µM. AID 1700, 2009. 290,000 compounds, 0.23% hits;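 active = inhibition above a per-plate limit of that plate's mean compound inhibition plus 3 SD, cut at about 60% in these data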;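 also: 0% = DMSO wells and 100% = LY294002 at 200 µM; higher means less KLF5 promoter-driven luciferase light; inactives centre near -14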
# aSyn 5UTR inh – MLPCN primary screen, SNCA 5' untranslated region | inhibition, % (tested at 7.5 µM) | alpha-synuclein 5'UTR reporter, inhibitor activity | 300,000 compounds, 0.82% hits; in the data active = inhibition above about 60%;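 also: H4 neuroglioblastoma cells stably carrying SNCA 5'UTR luciferase fusion; 0% = DMSO wells and 100% = positive control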
# HSF1 inh – HSF1 inhibitors in luciferase reporter cells, primary screen, cell-based, NIH3T3, luminescence. AID 2098, 2009. NIH3T3-HGL HSE-luciferase, MG132-induced, luminescence 8 h; stronger effect = lower value. activity change, negative = inhibition, % at 7.5 µM (by protocol). 300,000 compounds, 0.77% hits;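 active = more than half of replicate wells show activity change below -50%, luminescence cut by over half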;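 also: luciferase reports HSF-1 transcriptional activity via heat shock element; 0% = median of DMSO wells and -100% = zero luminescence signal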
# HIF activator – HIF pathway transcriptional activators, primary screen, cell-based, U2OS HRE-luciferase, luminescence; U2OS HRE-luciferase reporter; normalized: DMSO 0%, desferrioxamine 100%; activation, % at 7.5 µM (by protocol); 300,000 compounds, 0.32% hits;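 active = mean activation of at least 10% of the iron chelator positive control signal, with at least half of replicates also reaching 10%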
# HSP90 refold inh – HSP90 inhibitors, primary screen, cell lysate, luminescence | Rabbit reticulocyte lysate, luciferase refolding luminescence, 3 h | AID 1789, 2009 | 290,000 compounds, 0.91% hits | inhibition, % at 5.6 µM | Heat shock protein HSP 90 (rabbit reticulocyte lysate; luciferase refolding);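 active = inhibition above the screen-wide mean plus 3 SD, computed separately per campaign, cut at about 16% in these data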;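 also: 0% = DMSO wells and 100% = 60 µM geldanamycin wells; inhibitors lower the luminescence because luciferase stays unfolded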
# AI-2 QS modul – Vibrio harveyi AI-2 quorum sensing modulators, primary screen, JMH597 strain, luminescence/OD600 ratio; Vibrio harveyi JMH597 AI-2 luminescence/OD600 ratio, 9 h; stronger effect = lower value; strain lacks LuxN and CqsS sensors; 0 = neutral-control median; activity change, % at 7.5 µM; 300,000 compounds, 0.4% hits; in the data active = activity change below about -75%, passing the limit was not always enough;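 also: luminescence divided by OD600 gain over 9 h not by final OD600 alone; inactives centre near 13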
# HDAC3 inhib – HDAC3 deacetylase inhibitors, primary screen, biochemical, fluorescence, cell-free homogeneous | Histone deacetylase 3 (Homo sapiens), O15379 | recombinant HDAC3, fluorogenic peptide/trypsin coupled | inhibition, % at 8.3 µM | 320,000 compounds, 0.15% hits; in the data active = inhibition above about 26%, passing the limit was not always enough
# Target sequence (O15379 whole entry, looked up): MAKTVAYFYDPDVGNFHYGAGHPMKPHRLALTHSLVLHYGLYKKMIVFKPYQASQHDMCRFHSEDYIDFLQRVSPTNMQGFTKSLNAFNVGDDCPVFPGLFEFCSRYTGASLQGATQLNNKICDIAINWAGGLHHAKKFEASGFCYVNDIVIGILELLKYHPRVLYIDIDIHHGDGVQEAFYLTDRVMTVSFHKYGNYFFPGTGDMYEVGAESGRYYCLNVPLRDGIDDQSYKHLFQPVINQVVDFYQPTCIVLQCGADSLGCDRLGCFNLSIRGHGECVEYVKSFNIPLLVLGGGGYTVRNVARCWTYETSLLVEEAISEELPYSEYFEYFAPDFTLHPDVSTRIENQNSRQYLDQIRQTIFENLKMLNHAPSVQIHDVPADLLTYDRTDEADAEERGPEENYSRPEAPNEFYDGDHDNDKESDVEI
# IEC-6 tox – cytotoxicity in IEC-6 intestinal epithelial cells, primary screen, cytotoxicity control for KLF5 inhibitor project, cell-based, luminescence. 290,000 compounds, 0.78% hits. inhibition, % at 5 µM. IEC-6 cytotoxicity, luminescence viability; in the data active = inhibition above about 22%;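 also: 0% = plate median of test compound wells and 100% = cytotoxic reference compound wells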
# HSF-1 act – HSF-1 activators, primary screen, NIH3T3-HGL cells, MG132 stress, luminescence, single point | 300,000 compounds, 1.7% hits | AID 504408, 2011 | NIH3T3-HGL HSF-1 luciferase reporter, 8 h; 100% = twice DMSO control signal | activation, % at 9 µM;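 active = mean replicate activation of at least 50% with a set share of replicates each reaching 50%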;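 also: 0% = median of the neutral control wells and 100% = twice that signal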
# Platelet DG rel – inhibitors of platelet dense granule secretion, primary screen, cell-based, MLPCN, human platelets | AID 1663, 2009 | human platelet-rich plasma, SFLLRN dense granule ATP release, luminescence | inhibition, %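 (compounds screened at 7.5 µM in platelet-rich plasma)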 | 300,000 compounds, 0.22% hits;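 active = mean replicate score, as percent of positive control, at or above 50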
# Numbers without * were called inactive; . = not tested or not shown.
canonical_smiles,KLF5 inh,aSyn 5UTR inh,HSF1 inh,HIF activator,HSP90 refold inh,AI-2 QS modul,HDAC3 inhib,IEC-6 tox,HSF-1 act,Platelet DG rel
COc1ccc2cc(C(c3nnnn3CCc3ccccc3)N3CCC(O)CC3)c(=O)[nH]c2c1 (centres undefined),-43,.,.,.,3,.,3,2,.,.
O=C(NCC1CC1)c1cc([N+](=O)[O-])cc([N+](=O)[O-])c1,-23,7,3,0.1,0,32,6,-2,36,16
COc1cccc(NC(=O)Nc2ccc3c(c2)nc(C)n3C)c1,-91,-58,21,0.3,8,11,0,6,40,24
O=C(CSc1nnc(SCc2ccccc2)s1)N/N=C/C=C\c1ccco1,-26,-17,-8,-0.3,-3,12,13,2,-3,1
O=C(OCC(=O)N1CCN(Cc2ccccc2)CC1)c1ccc(Cl)cc1,-21,5,5,-0.1,3,6,-1,3,3,-13
O=C(O)c1ccc(CSc2nnc(-c3ccco3)n2-c2ccccc2)cc1,-46,18,-1,-0.3,4,-2,-1,3,3,-1
Cc1ccc(NC(=O)COC(=O)CNC(=O)c2cccc([N+](=O)[O-])c2)cc1S(=O)(=O)N1CCCCCC1,-45,-6,2,0.0,-4,32,-7,1,14,-14
Cc1nc(COc2ccc(C(=O)Nc3ccccc3N3CCOCC3)cc2)cs1,-18,-8,-2,0.0,-1,15,0,-2,13,-1
CN1CCN(C(=S)SCc2nc(N)nc(Nc3ccc(F)cc3)n2)CC1,-10,-39,9,0.2,1,-6,4,-1,13,-5
Cc1ccc(S(=O)(=O)C(C#N)c2nc3ccccc3nc2N2CCC(C)CC2)cc1 (centres undefined),-45,1,3,0.3,0,26,.,-5,16,-1
O=C(O)c1cc(S(=O)(=O)Nc2ccccc2Cc2ccccc2)ccc1Cl,-6,-5,-5,-0.9,1,6,0,0,-8,-3
CCn1c(SCc2ccccc2)nnc1-c1cccnc1,0,18,-4,0.0,2,22,3,5,23,6
O=C(NC(=O)c1ccccc1F)OCc1ccc(Cl)cc1Cl,-26,-12,-1,0.8,-2,-15,0,-5,-1,-10
O=C(COc1ccc(Cl)cc1Cl)Nc1cccc(-c2ccc(N3CCOCC3)nn2)c1,.,-72,-9,8.5,.,25,.,.,-7,1
COc1cccc(OCCCCCCN2CCOCC2)c1,-4,-1,-3,-0.1,3,15,4,9,3,-2
O=C(NCCN1C(=O)S/C(=C\c2ccc(F)cc2)C1=O)C1CCN(S(=O)(=O)c2cccs2)CC1,-39,-5,6,0.7,2,11,2,-4,11,3
Cc1ccccc1OCc1nnc(SCC(=O)O)n1Cc1ccccc1,-34,8,-4,0.2,2,15,3,-3,-5,3
COc1cccc(CC(NC(C)=O)C(=O)NC2CCN(C(=O)c3ccc(Cl)cc3)CC2)c1 (centres undefined),-18,-5,-1,2.9,1,9,.,-6,5,9
c1ccc(CNc2nc(-c3ccccn3)nc3ccccc23)cc1,9,33,-3,1.3,3,2,2,11,-7,3
CN(C)C(CNC(=O)Cc1ccc([N+](=O)[O-])cc1)c1ccccc1 (centres undefined),10,.,.,.,-2,7,5,-5,.,.
CC(=O)Nc1ccc(S(=O)(=O)N(C)CC(=O)OCC(=O)NC(C)C23CC4CC(CC(C4)C2)C3)cc1 (centres undefined),-12,-1,-10,-0.1,2,-1,1,3,-6,2
O=C(O)c1cc(-c2cccs2)nc2cc3c(cc12)OCCO3,-18,14,4,0.0,-4,65,-124,-3,3,3
Cn1c(C(=O)NCCc2ccsc2)cc2c(=O)n(C)c3ccccc3c21,1,-5,1,-0.2,-4,26,-2,1,-6,6
O=C(c1ccco1)N1CCN(S(=O)(=O)Cc2ccccc2Cl)CC1,-16,-3,1,0.2,2,31,-4,0,14,-2
Cc1ccc(S(=O)(=O)N2CCN(C(=O)CSc3nc(N)cc(=O)[nH]3)CC2)c(C)c1,-9,7,-7,-1.0,6,-3,5,10,-10,-1
COc1cccc2[nH]c3c(=O)n(CCCN4CCOCC4)cnc3c12,-3,9,0,0.3,1,9,-55,-2,-5,0
Cc1ccc(C(=O)NNC(=O)c2ccc(C)cc2)cc1,-18,-18,-1,0.1,-5,2,-5,-3,-5,-1
C/C(=N\NC(=O)c1nn(C)c(C)c1Br)c1ccc(NC(=O)c2ccc(C)s2)cc1,-110,-149,.,0.5,-3,4,-8,2,.,13
Cc1cccc(N(C(=O)c2ccco2)C(C(=O)NC2CCCC2)c2ccco2)c1C (centres undefined),-3,20,-1,-1.2,11,1,.,-1,9,6
O=C(COC(=O)CNS(=O)(=O)c1ccc(Br)cc1Cl)Nc1ccc(N2CCOCC2)cc1,.,-4,-2,-0.1,.,5,-2,.,4,-4
CCOC(=O)c1ccc(NCCc2ccc(OC)c(OC)c2)c(N)c1,-11,11,12,2.2,4,-6,2,-2,15,0
COc1ccc(-c2nc(-c3cccc([N+](=O)[O-])c3O)cc(=O)o2)cc1OC,-14,-18,1,0.6,1,24,-5,-1,8,-5
COCCNC(=O)Cn1cc2c(n1)CCC(C)C2 (centres undefined),.,-12,-9,0.1,.,33,-5,.,-9,8
COc1ccc(C2CC(c3cc(Br)ccc3F)n3nnnc3N2)cc1 (centres undefined),-35,-13,11,-0.2,3,-8,5,-2,5,-2
O=C(Cn1c(COc2ccc(Cl)cc2)nc2ccccc21)NCC(F)(F)F,-2,12,-1,0.7,-1,10,-12,5,-10,12
COc1ccc(-c2cc3c(=O)n(CC(=O)NCc4ccc(C)cc4)ncn3n2)cc1,-16,-21,-2,0.4,0,16,-2,-1,19,0
CCN(CC)CCNC(=O)c1ccc2c(=O)n(C3CCCC3)c(=S)[nH]c2c1,-12,-31,-7,0.1,0,17,5,1,-6,4
CCn1c(O)c(/C=C2\C=Nc3ccccc32)sc1=O,-70,-245,25,1.0,0,1,3,4,74*,7
O=C(Nc1nnc(SCC(=O)N2CCCc3ccccc32)s1)c1cccc2ccccc12,1,-20,5,-0.3,-4,37,7,-2,11,13
COc1cc(NC(=O)c2ccnc(N)c2)cc(C(=O)Nc2cccc(C(F)(F)F)c2)c1,.,16,0,-1.2,.,16,15,.,-26,2
CN1CCC(N(C)S(=O)(=O)c2ccc(C(C)(C)C)cc2)CC1,-8,4,-4,-4.0,2,27,-2,-3,-4,-8
FC(F)Sc1ccc(NC(=S)N2CCN(c3ccccn3)CC2)cc1,-25,10,-1,1.3,-2,9,.,-3,-8,1
Cn1nnnc1SCCNCc1ccccc1OCc1ccccc1,-25,-31,-1,0.3,0,-1,-3,6,-4,8
COc1ccc(OC)c(CNC(=O)CCC(=O)N2Cc3ccccc3Oc3ncccc32)c1,-20,1,1,0.3,-5,24,-7,-8,10,8
CC1CN(CCc2ccccc2)C(C)C/C1=N/O (centres undefined),.,-43,-38,0.2,.,18,-2,.,-53,8
COc1ccc(F)cc1C(=O)C1CCCN(Cc2ccc3c(c2)OCCO3)C1 (centres undefined),-9,3,4,0.1,4,25,8,5,8,-1
Clc1ccc2nc(-c3cccc(SC4CCCCC4)c3)c(NCc3ccccc3)n2c1,.,-4,3,-1.3,.,19,-6,.,-6,3
O=C(COC(=O)C1CCCN1C(=O)c1cccs1)c1ccccc1 (centres undefined),12,14,4,-0.2,2,5,-4,-2,-13,-26
O=C(Nc1cnn(Cc2ccc(Cl)cc2)c1)c1cccs1,-14,-13,-5,-0.1,3,-89*,0,7,6,-2
O=C(Cn1c(=O)n(CCCCC(=O)NC2CCCC2)c(=O)c2ccccc21)NCCC1=CCCCC1,-7,2,5,0.5,-1,11,9,1,1,1
COc1ccc(NC(=O)CN(C)C(=O)CN2C(=O)NC3(CCCC3)C2=O)cc1,.,0,1,0.0,.,37,-5,.,-3,9
Cc1ccccc1NC(=O)CC(=O)Nc1ccccc1C,6,-4,-1,-0.8,6,-1,-2,5,25,1
CCN(CCCn1c(SCC#N)nc2ccccc2c1=O)c1ccccc1,-7,43,-1,-0.6,8,17,6,-7,-3,-1
Cc1cccc(C)c1NC(=O)/C(C#N)=C/c1cccs1,-11,12,8,0.8,0,29,4,-2,-11,4
CSc1nc2ccc(NC(=O)C3=NN(c4ccccc4)C(=O)CC3)cc2s1,2,-18,-8,0.0,1,1,6,5,-9,-2
COC(=O)CCCCCN1C(=O)/C(=C\c2ccncc2)SC1=S,-3,-32,-1,-1.1,3,10,-4,-10,-8,-27
CN(Cc1ccccc1)c1ccc(C(=O)O)cc1[N+](=O)[O-],0,1,5,-0.2,14,31,8,-5,3,-2
CC(O)c1nc2cc([N+](=O)[O-])ccc2n1Cc1ccccc1 (centres undefined),-14,12,-5,-1.7,-5,21,5,-4,-5,10
COc1ccc(C(=O)NC2CCN(Cc3c(F)cccc3Cl)CC2)cc1OC,7,16,-5,-17,-4,27,0,-2,-21,4
CC(=O)Oc1ccc(NC(=O)Cc2ccccc2)c(C(=O)O)c1,-6,-2,-2,-0.1,1,15,-6,-6,6,21

# Going on with the list:
canonical_smiles,KLF5 inh,aSyn 5UTR inh,HSF1 inh,HIF activator,HSP90 refold inh,AI-2 QS modul,HDAC3 inhib,IEC-6 tox,HSF-1 act,Platelet DG rel
COc1ccc(OC)c(NC(=O)CSc2nnnn2C)c1,2,18,-3,-0.7,3,15,-15,4,-8,0
COCc1c(C(=O)N/N=C(/C)c2ccccc2)nnn1-c1nonc1N,-15,6,-1,-0.3,-2,32,1,1,-14,-2
CC1CCCCC1NC(=O)C1Cc2ccccc2CN1S(C)(=O)=O (centres undefined),-43,13,-1,-0.3,3,21,1,-2,-4,-8
O=C(O)COc1ccc2c(c1)OCCO2,-27,-7,-5,0.3,-1,0,8,-6,-10,8
COc1cccc(CNS(=O)(=O)c2c(C)[nH]c(C)c2C(=O)N2CCCC2)c1,9,10,-5,0.6,2,2,1,0,3,0
CC(=O)Nc1nc2ccccc2n1Cc1ccccc1Cl,-42,87*,-15,-0.3,-1,9,-6,17,-12,-1
CC(NC(=O)c1ccc(F)cc1)c1nc2ccccc2n1Cc1ccccc1F (centres undefined),-19,6,-8,-0.3,1,4,0,4,-27,-4
COc1ccc(C(=O)Nc2cc(=O)n(C)c(=O)n2C)cc1,-5,4,-2,-0.4,-2,18,1,0,2,3
COc1ccc(CNC(=O)CN(Cc2ccco2)C(=O)CNS(=O)(=O)c2ccc(F)cc2)cc1,-8,5,10,0.0,0,13,-9,-4,11,1
Cc1ccc(S(=O)(=O)c2cn(Cc3ccc(F)cc3)c3cc4c(cc3c2=O)OCO4)cc1,-12,9,9,0.5,1,29,-1,-6,43,32
Cc1cc([N+](=O)[O-])nn1Cc1noc(C(=O)NCc2ccc3c(c2)OCO3)n1,6,12,-4,0.1,1,.,0,-5,1,-3

# Compound activity as filed in PubChem BioAssay.
